High-throughput results (PubChem BioAssay)
Rad51 HR inh: Rad51 (human) homologous recombination inhibition; Q06609; actives 0.085% (n = 200,000); hRad51 DNA strand exchange, fluorescence dequenching; inhibition, % at 10 µM;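 active = inhibition above 40% at the single screening dose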;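 also: 0% = DMSO control wells and 100% = blanks with heterologous ssDNA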
Target sequence (Q06609 whole entry, looked up): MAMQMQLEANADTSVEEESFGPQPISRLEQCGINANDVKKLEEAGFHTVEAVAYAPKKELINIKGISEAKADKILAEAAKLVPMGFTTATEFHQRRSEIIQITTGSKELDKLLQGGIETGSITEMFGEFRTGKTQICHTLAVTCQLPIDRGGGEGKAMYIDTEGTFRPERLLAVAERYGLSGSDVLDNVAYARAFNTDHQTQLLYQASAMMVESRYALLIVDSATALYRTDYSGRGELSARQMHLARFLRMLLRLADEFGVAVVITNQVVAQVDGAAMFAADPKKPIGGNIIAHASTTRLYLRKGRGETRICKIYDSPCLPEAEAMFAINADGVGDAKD
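material = hRad51 filaments on single-stranded DNA | reagent = Donor/quencher-labelled 47-bp dsDNA substrate | compound = 10 µM final, single point | schedule = strand-exchange reaction 15 min at room temperature | measured by = fluorescein emission 520 nm, excitation 485 nm | read-out basis = % inhibition versus plate control and blank means | benchmarks = plate controls and plate blanks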
Hck-Nef inh: blocks Nef-activated human Hck kinase; P08631; Recombinant Hck-YEEI plus Nef, Z-Lyte FRET kinase assay; inhibition, % at 20 µM; actives 0.68% (n = 220,000); AID 463187;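 active = Hck-Nef kinase inhibition above about 50%, limit read from the data; inactive = inhibition below that limit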;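 also: 0% = DMSO with Hck plus Nef and 100% = Hck alone without Nef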
Target sequence (P08631 whole entry, looked up): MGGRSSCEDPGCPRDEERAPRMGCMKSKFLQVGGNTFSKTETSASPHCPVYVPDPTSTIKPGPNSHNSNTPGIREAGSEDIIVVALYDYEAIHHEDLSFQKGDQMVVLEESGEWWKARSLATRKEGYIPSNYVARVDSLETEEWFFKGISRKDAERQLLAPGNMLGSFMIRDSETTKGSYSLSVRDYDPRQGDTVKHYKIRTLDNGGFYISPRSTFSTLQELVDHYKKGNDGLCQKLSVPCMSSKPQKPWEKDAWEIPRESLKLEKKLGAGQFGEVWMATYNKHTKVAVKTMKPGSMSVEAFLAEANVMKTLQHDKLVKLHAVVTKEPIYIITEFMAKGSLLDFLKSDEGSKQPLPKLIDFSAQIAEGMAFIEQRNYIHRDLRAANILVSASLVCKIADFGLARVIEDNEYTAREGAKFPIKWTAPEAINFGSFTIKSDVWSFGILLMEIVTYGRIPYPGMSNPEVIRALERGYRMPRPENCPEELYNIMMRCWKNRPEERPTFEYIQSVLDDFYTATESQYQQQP
Thrombin inh: blocks human thrombin protease activity. P00734. alpha-thrombin, Boc-VPR-AMC fluorogenic substrate cleavage. inhibition, % at 5 µM. actives 0.26% (n = 220,000). AID 1046;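 active = inhibition at or above 40%; inactive = inhibition below 40%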;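 also: 0% = enzyme with no compound and 100% = wells without enzyme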
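Material: human alpha-thrombin enzyme / Medium: pH 7.5 Tris (50 mM) with NaCl 150 mM, Tween 20 0.05% / Compound: single-point dosing at 5 µM, 0.2% DMSO / Incubation: enzyme reaction carried out at room temperature / Detection: AMC fluorescence, 355/460 nm / Read-out basis: percent inhibition scaled between no-compound controls and no-enzyme blanks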
FXIa inh: inhibitors of human coagulation factor XIa; purified FXIa, Boc-Glu-Ala-Arg-AMC fluorogenic substrate; inhibition, % at 5 µM; actives 0.14% (n = 220,000); AID 798;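 active = inhibition of at least 40%; inactive = inhibition below 40%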;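 also: fluorescence of freed AMC excited at 355 nm; 0% = enzyme without compound and 100% = no enzyme blank; many of its hits are not listed in these tables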
FXIIa inh 1536: inhibitors of human coagulation factor XIIa | P00748 | purified FXIIa, Boc-QGR-AMC fluorogenic substrate, 2 h | inhibition, % at 5 µM | actives 0.3% (n = 220,000) | AID 800; in the data active = inhibition above about 40%;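 also: 0% = enzyme with no compound and 100% = blank without enzyme; many of its hits are not listed in these tables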
KCC2 mod: modulators of human KCC2 chloride dependent transport | Q9H2X9 | KCC2 cells, thallium flux FluoZin-2 fluorescence | B-score of Tl+ flux slope (higher = more flux/activation; lower = inhibition) at 10 µM | actives 2.2% (n = 190,000);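 active = thallium flux slope and its plate-corrected score both differing from the plate sample mean at a set confidence after two filtering rounds, in either direction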;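 also: slope of fluorescence scaled to starting intensity during 10 to 20 s after thallium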
zVAD death inh: L929 zVAD cell death inhibition. L929 zVAD necroptosis rescue, ATP luminescence, 24 h; with zVAD 60 µM. viability rescue, % at 10 µM. actives 0.38% (n = 220,000);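 active = activation, scaled between plate controls, above about 75%, limit read from the data; inactive = activation under that limit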;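 also: 0% = zVAD with DMSO and 100% = DMSO alone without zVAD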
TNF death inh: TNF-alpha cell death inhibition in Jurkat FADD-/- cells. Jurkat FADD-/- TNF necroptosis rescue, ATP luminescence, 24 h; 0 = TNF only, 100 = no-TNF cells. actives 0.068% (n = 220,000). activation (protection from cell death), % at 10 µM. AID 463075;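 active = activation, meaning protection from cell death, of at least 50% relative to plate controls; inactive = activation below 50%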;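 also: necroptosis triggered by 40 ng/mL TNF-alpha added together with compound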
KLK5 inh: inhibitors of human kallikrein 5; Q9Y337; recombinant hK5, fluorogenic AMC substrate cleavage; inhibition, % at 5 µM; actives 0.59% (n = 210,000);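 active = inhibition of 40% or more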;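 also: 0% = enzyme controls without compound and 100% = no-enzyme blanks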
Target sequence (Q9Y337 67-293 limits assumed): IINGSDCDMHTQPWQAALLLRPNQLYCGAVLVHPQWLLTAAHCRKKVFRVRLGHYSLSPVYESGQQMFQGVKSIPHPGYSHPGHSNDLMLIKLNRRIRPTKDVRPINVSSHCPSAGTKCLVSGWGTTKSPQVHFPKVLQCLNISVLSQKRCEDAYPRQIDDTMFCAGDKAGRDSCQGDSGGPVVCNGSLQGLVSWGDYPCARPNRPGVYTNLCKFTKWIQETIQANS
An asterisk follows results filed as active. The list is partial (hit frequency here may not be typical).

What do the screens show for `COc1ccc2c(c1)[nH]c1c(=O)n(CCN3CCCC3)cnc12`?
Rad51 HR inh: 2; Hck-Nef inh: 9; Thrombin inh: -3; FXIa inh: -9; FXIIa inh 1536: 0; KCC2 mod: -1.9; zVAD death inh: 6.0; TNF death inh: 2.8; KLK5 inh: 3

What do the screens show for `COc1cc(C)c(S(=O)(=O)NC2CC(C)(C)NC(C)(C)C2)cc1C`?
Rad51 HR inh: -1; Hck-Nef inh: 1; Thrombin inh: -9; FXIa inh: -4; FXIIa inh 1536: -2; zVAD death inh: -0.4; TNF death inh: 1.7; KLK5 inh: -27

How did O=c1[nH][nH]c(C(F)(F)F)c1C=NCc1ccc(Cl)cc1 do in these assays?
Rad51 HR inh: 2; Hck-Nef inh: 4; Thrombin inh: -3; FXIa inh: -3; FXIIa inh 1536: -5; zVAD death inh: -0.3; TNF death inh: -2.1; KLK5 inh: 3

What do the screens show for `CC(=O)Nc1ccccc1OCC(=O)NCC(F)(F)F`?
Rad51 HR inh: 17; Hck-Nef inh: 23; Thrombin inh: -3; FXIa inh: 2; FXIIa inh 1536: 7; KCC2 mod: 0.65; zVAD death inh: 0.4; TNF death inh: -1.0; KLK5 inh: 10

How did Cc1ccc(C(=O)N2CCN(c3ccccn3)CC2)cc1[N+](=O)[O-] do in these assays?
Rad51 HR inh: 3; Hck-Nef inh: -8; Thrombin inh: -13; FXIa inh: -4; FXIIa inh 1536: 1; KCC2 mod: -0.72; zVAD death inh: 1.1; TNF death inh: -2.2; KLK5 inh: -3

What do the screens show for `CN1CCN(C(=O)C2C3C=CC(C3)C2C(=O)O)CC1` (stereo not drawn)?
Rad51 HR inh: 2; Hck-Nef inh: 2; Thrombin inh: -1; FXIa inh: 2; FXIIa inh 1536: 15; KCC2 mod: 0.68; zVAD death inh: 0.6; TNF death inh: -2.6; KLK5 inh: -15

What do the screens show for `CCCCNC(=O)CN(CCc1ccccc1)S(C)(=O)=O`?
Rad51 HR inh: 2; Hck-Nef inh: 0; Thrombin inh: -1; FXIa inh: 4; FXIIa inh 1536: 20; KCC2 mod: -0.063; zVAD death inh: 1.0; TNF death inh: 0.5; KLK5 inh: -6

Results for CC(=O)NC(N1CCCCC1)C(F)(F)C(F)(F)C(F)(F)C(F)F (stereo not drawn) ?
Rad51 HR inh: 2; Hck-Nef inh: 0; Thrombin inh: -1; FXIa inh: 17; FXIIa inh 1536: 25; KCC2 mod: 0.22; zVAD death inh: 0.7; TNF death inh: -0.6; KLK5 inh: -9

Results for Clc1ccc(Cn2cnc3ccccc32)cc1 ?
Hck-Nef inh: -4; Thrombin inh: -1; FXIa inh: 0; FXIIa inh 1536: 7; zVAD death inh: 0.0; TNF death inh: 1.0; KLK5 inh: -1

How did COc1ccc(-c2nn(CC(=O)Nc3ccc(Cl)c(Cl)c3)c(=O)c3ccccc23)cc1 do in these assays?
Rad51 HR inh: 0; Hck-Nef inh: 0; Thrombin inh: -1; FXIa inh: -9; FXIIa inh 1536: -3; KCC2 mod: 0.89; zVAD death inh: 1.7; TNF death inh: -0.2; KLK5 inh: -15

How did CCOC(=O)c1sc2nc(CSc3nc4ccccc4n3CC)[nH]c(=O)c2c1C do in these assays?
Rad51 HR inh: -18; Hck-Nef inh: 5; Thrombin inh: -1; FXIa inh: 4; FXIIa inh 1536: 15; KCC2 mod: 2.1; zVAD death inh: -0.2; TNF death inh: -2.6; KLK5 inh: -40

Results for O=C(Nc1ccc(Oc2cccnc2)nc1)c1ccc(C(F)(F)F)cc1 ?
Rad51 HR inh: -6; Hck-Nef inh: -2; Thrombin inh: 1; FXIa inh: 3; FXIIa inh 1536: 3; KCC2 mod: -1.8; zVAD death inh: 1.6; TNF death inh: -18; KLK5 inh: 18

How did CCC(=O)Nc1nc(N)n(-c2ccccc2)n1 do in these assays?
Rad51 HR inh: -5; Hck-Nef inh: 2; Thrombin inh: 0; FXIa inh: -4; FXIIa inh 1536: 5; zVAD death inh: -0.7; TNF death inh: -0.4; KLK5 inh: 8

How did CCOC(=O)c1c(NC(=O)Nc2ccc(F)cc2)sc2c1CCN(C)C2 do in these assays?
Rad51 HR inh: -6; Hck-Nef inh: 6; Thrombin inh: -3; FXIa inh: 0; FXIIa inh 1536: 6; KCC2 mod: 0.46; zVAD death inh: 0.6; TNF death inh: 3.4; KLK5 inh: -3

Results for OCC1(CCOc2ccccc2)CCN(Cc2nc3ccc(F)cc3[nH]2)CC1 ?
Rad51 HR inh: 11; Hck-Nef inh: 16; Thrombin inh: -2; FXIa inh: 1; FXIIa inh 1536: 9; KCC2 mod: 0.42; zVAD death inh: 3.2; TNF death inh: 2.1; KLK5 inh: 1

What do the screens show for `COc1cc(C(=O)Nc2ccc(N3CCOCC3)cc2)ccc1OCc1c(C)noc1C`?
Rad51 HR inh: -6; Hck-Nef inh: -3; Thrombin inh: -10; FXIa inh: -10; FXIIa inh 1536: 1; KCC2 mod: -0.013; zVAD death inh: -0.1; TNF death inh: 1.5; KLK5 inh: 13

What do the screens show for `O=C(c1nc2ccccn2c1CNCCOc1cccnc1)N1CCOCC1`?
Hck-Nef inh: 0; Thrombin inh: -4; FXIa inh: -3; FXIIa inh 1536: 6; KCC2 mod: -0.094; zVAD death inh: -0.2; TNF death inh: -0.2

Results for COc1ccc(C(NC(=O)c2cccc(F)c2)c2ccccc2)cc1 (stereo not drawn) ?
Rad51 HR inh: 1; Hck-Nef inh: 0; Thrombin inh: -10; FXIa inh: 1; FXIIa inh 1536: 12; KCC2 mod: -0.017; zVAD death inh: 0.9; TNF death inh: 1.9; KLK5 inh: -6

What do the screens show for `[O-]/C(=C(\C(=S)Nc1ccccc1F)[n+]1ccccc1)c1ccc(-c2ccccc2)cc1`?
Rad51 HR inh: -2; Hck-Nef inh: 12; Thrombin inh: 0; FXIa inh: 1; FXIIa inh 1536: 7; KCC2 mod: -1.7; zVAD death inh: -1.3; TNF death inh: -1.9; KLK5 inh: 5

How did C=CCNC(=O)C1CC(=O)N(c2ccc(OCC(=O)Nc3ccc(OC)cc3)cc2)C1 (stereo not drawn) do in these assays?
Rad51 HR inh: -5; Hck-Nef inh: 5; Thrombin inh: -5; FXIa inh: -20; FXIIa inh 1536: -19; KCC2 mod: 0.76; zVAD death inh: -0.3; TNF death inh: -2.3; KLK5 inh: -10

How did CN(C)c1ccc(C(O)P(=O)(OC2CCCCC2)OC2CCCCC2)cc1 (stereo not drawn) do in these assays?
Hck-Nef inh: 9; Thrombin inh: -5; FXIa inh: 1; FXIIa inh 1536: 3; KCC2 mod: -0.15; zVAD death inh: 1.7; TNF death inh: 3.9; KLK5 inh: -2

How did O=C(NC1CC2CCCC(C1)N2C(=S)NCCc1ccccc1)C1CC1 (stereo not drawn) do in these assays?
Rad51 HR inh: 17; Hck-Nef inh: 17; Thrombin inh: -2; FXIa inh: -7; FXIIa inh 1536: 6; KCC2 mod: -0.53; zVAD death inh: 1.8; TNF death inh: 1.3; KLK5 inh: 5

Results for CCOC(=O)N1CCC(N(CCN(C)C)C(=S)Nc2ccccc2OC)CC1 ?
Rad51 HR inh: 19; Hck-Nef inh: -3; Thrombin inh: 0; FXIa inh: -6; FXIIa inh 1536: 1; KCC2 mod: -0.05; zVAD death inh: 0.7; TNF death inh: 1.2; KLK5 inh: 1

Results for Cc1ccc(NC(=O)Cc2ncc(C(F)(F)F)cc2Cl)cc1Cl ?
Rad51 HR inh: 3; Hck-Nef inh: 1; Thrombin inh: 1; FXIa inh: -2; FXIIa inh 1536: 8; KCC2 mod: 0.007; zVAD death inh: 0.7; TNF death inh: -1.5; KLK5 inh: 57*

Results for Cc1ccc(CN2CC(C(=O)Nc3ccc(F)c([N+](=O)[O-])c3)CC2=O)cc1 (stereo not drawn) ?
Rad51 HR inh: 9; Hck-Nef inh: 18; Thrombin inh: -2; FXIa inh: -1; FXIIa inh 1536: 1; KCC2 mod: -0.62; zVAD death inh: -0.9; TNF death inh: -6.5; KLK5 inh: -5

What do the screens show for `CCOC(=O)n1c(=O)n(Cc2ccccc2C)c2ccccc21`?
Rad51 HR inh: 2; Hck-Nef inh: 20; Thrombin inh: 4; FXIa inh: -4; FXIIa inh 1536: 3; KCC2 mod: -0.94; zVAD death inh: 0.2; TNF death inh: -1.9; KLK5 inh: -6

Results for CCOc1cccc(C(=O)Nc2cccc(C(=O)NCC(C)C)c2)c1 ?
Hck-Nef inh: 3; Thrombin inh: 2; FXIa inh: 6; FXIIa inh 1536: 9; KCC2 mod: -0.91; zVAD death inh: 6.4; TNF death inh: 5.4; KLK5 inh: 0

What do the screens show for `CCN(CC)CCC(=O)Nc1ccc2c(c1)N(C(=O)CN(CC)CC)c1ccccc1CC2`?
Rad51 HR inh: -7; Hck-Nef inh: -1; Thrombin inh: 4; FXIa inh: -24; FXIIa inh 1536: 16; KCC2 mod: 0.92; zVAD death inh: 0.4; TNF death inh: -2.5; KLK5 inh: 5

How did COc1ccc2ccccc2c1C1CC(=O)N2CN(C3CCCCC3)CSC2=C1C#N (stereo not drawn) do in these assays?
Rad51 HR inh: -1; Hck-Nef inh: 10; Thrombin inh: -1; FXIa inh: 3; FXIIa inh 1536: 8; KCC2 mod: -0.027; zVAD death inh: 2.4; TNF death inh: 0.1; KLK5 inh: -9

Results for COc1ccc(-c2cc(C(F)(F)F)c(C#N)c(SCC(=O)O)n2)cc1OC ?
Rad51 HR inh: -13; Hck-Nef inh: 7; Thrombin inh: 9; FXIa inh: 35; FXIIa inh 1536: 18; KCC2 mod: -1.8; zVAD death inh: 0.4; TNF death inh: 3.0; KLK5 inh: 48*

Not a retest: entries from further up.
What do the screens show for `COc1cc(C(=O)Nc2ccc(N3CCOCC3)cc2)ccc1OCc1c(C)noc1C`?
Rad51 HR inh: -6; Hck-Nef inh: -3; Thrombin inh: -10; FXIa inh: -10; FXIIa inh 1536: 1; KCC2 mod: -0.013; zVAD death inh: -0.1; TNF death inh: 1.5; KLK5 inh: 13

What do the screens show for `O=C(c1nc2ccccn2c1CNCCOc1cccnc1)N1CCOCC1`?
Hck-Nef inh: 0; Thrombin inh: -4; FXIa inh: -3; FXIIa inh 1536: 6; KCC2 mod: -0.094; zVAD death inh: -0.2; TNF death inh: -0.2

The results go on.
What do the screens show for `Nc1ccc(OCC(O)C[n+]2ccc(CCS(=O)(=O)[O-])cc2)cc1` (stereo not drawn)?
Rad51 HR inh: -11; Hck-Nef inh: 15; Thrombin inh: -6; FXIa inh: 0; FXIIa inh 1536: 6; KCC2 mod: 1.7; zVAD death inh: -0.5; TNF death inh: -0.2; KLK5 inh: 3

Results for CCN(CC(=O)NC(C)(C)C)C(=O)CCl ?
Rad51 HR inh: -10; Hck-Nef inh: 3; Thrombin inh: -9; FXIa inh: 4; FXIIa inh 1536: 0; KCC2 mod: 0.038; zVAD death inh: 0.3; TNF death inh: -1.2; KLK5 inh: 5

Results for CCOC(=O)C1C(=O)CC(C)(O)C(C(=O)OCC)C1c1ccc(OCC)cc1 (stereo not drawn) ?
Rad51 HR inh: -9; Hck-Nef inh: 1; Thrombin inh: 4; FXIa inh: 7; FXIIa inh 1536: 17; KCC2 mod: -1.3; zVAD death inh: -0.2; TNF death inh: 2.3; KLK5 inh: 0

Results for CCN(c1ccc(NC(=O)COC(=O)/C=C/c2cccs2)cc1)C(C)C ?
Rad51 HR inh: 4; Hck-Nef inh: 19; Thrombin inh: -4; FXIa inh: -3; FXIIa inh 1536: 5; KCC2 mod: 0.093; zVAD death inh: 3.5; TNF death inh: 1.5; KLK5 inh: -7
